# Source: PubChem
# Growth percent in the NCI-60 one-dose screen (48 h, 10 µM unless noted): 100 = growth as untreated, 0 = no growth, -100 = all killed.
# SR: SR leukemia cells; 8.7% of 73,000 active
# K-562: K-562 leukemia; 7.4% of 78,000 active
# MCF7: MCF7 breast cancer | 6.3% of 82,000 active | AID 1794796
# HS 578T: HS 578T breast cancer. 4.1% of 78,000 active. AID 1794788
# T-47D: T-47D breast cancer; 5% of 79,000 active; AID 1794792
# BT-549: BT-549 breast cancer. 4.4% of 78,000 active. AID 1794793
# MDA-MB-231: MDA-MB-231 breast cancer | 5% of 81,000 active
# MDA-MB-468: MDA-MB-468 breast cancer; 8.5% of 78,000 active
# Active calls of the source: *; . = not tested or not shown; & = joins results of further samples; [ ] = dose if it differs, or a comment. Rule for the calls: active = growth percent below 10; inactive = the rest. Not a hit list, and some 14% of all compounds hit somewhere here.
SMILES,SR,K-562,MCF7,HS 578T,T-47D,BT-549,MDA-MB-231,MDA-MB-468
CCN1CCN(Cc2ccc(C(=O)Nc3cccc(Nc4ccc5c(OC)cccc5n4)c3)cc2C(F)(F)F)CC1,-35*,0.4*,-89*,-16*,-71*,-94*,-94*,-95*
CCOc1cc(/C=N\NC(=O)C[N+](C)(C)C)ccc1O,14,73,105,117,94,117,127,123
Cc1ccc(C2(c3ccc(C)cc3)OC(=O)c3cc([N+](=O)[O-])c([N+](=O)[O-])cc32)cc1,121,85,95,94,77,117,106,113
CN1CCN(c2ncnc3sc4c(c23)CCN(Cc2ccccc2)C4)CC1,100,100,93,102,106,113,106,113
Cc1nc2c(c(N3CCCc4ccccc43)n1)CCC2,2.7*,4.8*,15,23,45,-12*,18,8.1*
c1ccc(-c2nnnn2-c2ccccn2)cc1,.,117,88,106,112,107,103,104
CCOC(=O)C#Cc1c(C(=O)OCC)nnn1[C@@H]1O[C@H](COC(C)=O)[C@@H](OC(C)=O)[C@H]1OC(C)=O,23,28,42,96,60,111,107,61
Cn1cc(-c2nnc(N)nc2-c2c[nH]c3ccc(Br)cc23)c2cc(Br)ccc21,78,105,91,91,88,91,99,105
CCOC(=O)C1CSC(N)=N1 (configuration not stated),126,114,92,98,99,107,109,108
c1ccc(Cc2ncnc3nc[nH]c23)cc1,122,107,94,107,112,106,99,100
O=C(COc1ccc(/C=C2\Oc3ccccc3C2=O)cc1)Nc1nccs1,0.0*,70,76,107,115,115,77,.
CS(=O)c1nccc(-c2c(-c3ccc(F)c(O)c3)nc3sccn23)n1 (configuration not stated),81,96,93,113,101,116,101,93
Cc1ccccc1-c1cc(-c2cccs2)c(C#N)c(=O)[nH]1,123,105,89,85,96,93,98,97
c1ccc2cc3c(cc2c1)oc1ccccc13,103,102,67,.,50,107,88,86
O=C1C(Cl)=C(NCCCN(CCCNC2=C(Cl)C(=O)c3ccccc3C2=O)C2=C(Cl)C(=O)c3ccccc3C2=O)C(=O)c2ccccc21,2.6*,12,-20*,68,52,86,39,-7.8*
Nc1ccccc1Br,108,107,93,92,96,103,112,102
COc1ccc2ccc3c(OC)ccc(CC[N+](C)(C)C)c3c2c1OC,82,93,91,73,97,101,103,.
COc1ccc(-c2nc(SCC(C)C)nc(NC3CC3)c2C#N)cc1,97&74,93&96,108&101,95&105,86&86,97&102,84&94,119&115
COc1ccc(N2C(=O)CC(Nc3cc(C)ccc3C)C2=O)c([N+](=O)[O-])c1 (configuration not stated),.,101,104,128,100,41,110,.
CC1(C)CC[C@]2(C(=O)O)CC[C@]3(C)C(=CCC4[C@@]5(C)C[C@@H](O)[C@@H]6OC(c7ccccc7[N+](=O)[O-])OC[C@@]6(C)C5CC[C@]43C)C2C1 (some centres not stated),67,38,56,89,68,59,83,65
COc1ccc(N2C(=O)C(Oc3ccccc3)C2c2ccccc2)cc1 (configuration not stated),.,90,106,106,100,100,118,99
COc1ccc2c(c1OC)CN(C)CCc1cc3c(cc1C(=O)C2)OCO3,94,105,97,89,.,.,101,102
COc1cc(CNC(=O)/C=C/c2ccccc2)ccc1OCc1cn(-c2ccc(Br)cc2)nn1,131,65,84,77,67,82,86,49
O=C(/C=C/c1ccc(Cl)cc1)Nc1ncc(Cc2ccc(Cl)cc2)s1,52,20,35,101,33,85,90,87
Cc1ccc2nc(-c3ccccc3)c3c(=O)n(C)c(=O)n(C)c3c2c1,81,111,104,140,94,114,91,106
CSc1nc2ccc(C)cc2cc1/C=N/O,.,95,86,75,71,73,83,101
N=C(N)c1ccc(-c2ccc(-c3cccs3)o2)nc1,93,80,62,123,81,105,75,48
O=C1Nc2ccc(Br)cc2C1Cc1c(O)[nH]c2ccc(Br)cc12 (configuration not stated),100,103,102,123,97,116,106,112
CCCCCN(CCCCC)CCCNc1c2c(nc3ccc(OC)cc13)CCCC2,87&48,72&14,78&82,94&103,96,97&84,77&87,93&97
CC(=O)Nc1nc(C)c(C(=O)NNC(=O)NC2CCCCC2)s1,86,145,97,93,110,.,104,109
CCOC(=O)COc1ccc2c(=O)cc(-c3ccccc3)oc2c1,.,112,.,124,101,98,100,109
c1ccc2c(c1)Cc1ccccc1O2,99,99,94,106,86,93,96,93
CCOC(=O)c1ccc(Nc2ncnc3c2cnn3-c2cccc(F)c2)cc1,95,97,95,96,100,100,93,103
COc1ccc(-c2ncc(-c3ccccc3)[nH]2)cc1,64,91,46,105,93,.,92,81
COC(=O)Nc1nc2ccc(C(=O)c3cccc(I)c3)cc2[nH]1,-3.7*,6.2*,18,14,64,6.8*,-4.0*,2.9*
O=S(=O)(NCCNc1nccc(-c2c(-c3cccc(O)c3)nc3occn23)n1)c1ccc(Cl)cc1,106,88,82,108,92,116,86,98
CC(=O)OCCCC1CO1 (configuration not stated),.,102,97,103,99,98,99,110
COc1cccc(Oc2ccccc2NC(=O)CNC(=O)c2cccc3ccccc23)c1,5.3*[5 µM],12[5 µM],20[5 µM],25[5 µM],62[5 µM],51[5 µM],7.3*[5 µM],12[5 µM]
CCCN(CCC)c1ccc(/C=C/c2ccc3cc(OCC)ccc3n2)cc1,-8.7*,73,85,67,59,119,109,74
COc1cc(-c2cc(/C=C/C(=O)c3ccc(F)cc3Br)[nH]n2)cc(OC)c1OC,58,99,89,87,100,101,99,86

# Whole records, looked up by structure. Screens in order: SR | K-562 | MCF7 | HS 578T | T-47D | BT-549 | MDA-MB-231 | MDA-MB-468
# O=S(=O)(NCCNc1nccc(-c2c(-c3cccc(O)c3)nc3occn23)n1)c1ccc(Cl)cc1 as listed: 106 | 88 | 82 | 108 | 92 | 116 | 86 | 98
# O=C(/C=C/c1ccc(Cl)cc1)Nc1ncc(Cc2ccc(Cl)cc2)s1 as listed: 52 | 20 | 35 | 101 | 33 | 85 | 90 | 87

# The results go on.
SMILES,SR,K-562,MCF7,HS 578T,T-47D,BT-549,MDA-MB-231,MDA-MB-468
CCn1cc(C(=O)NN2C(=O)C=CC2=O)c(=O)c2ccc(C)nc21,99,94,93,103,95,102,104,112
CCOC(=O)Cn1c(O)c(N=Nc2ccc(S(N)(=O)=O)cc2)c2cc(Br)ccc21,75,65,84,90,78,119,68,96
CCN(CC)Cc1ccc(N)cc1,88,99&98,98&104,111,90&92,87&99,118&101,113&97
CC(=O)OC1CCC2C3CCC4OC(=O)CCC4(C)C3CCC12C (configuration not stated),92,102,83,100,99,104,107,106
Nc1ccc(CCc2ccccn2)cc1,85,106,93,.,101,108,111,112
COc1cc(CN(C)C(=O)C(=O)c2c[nH]c3ccccc23)ccc1O,99,104,98,102,95,98,94,123
CN(Cc1ccccc1)c1ccc(SC#N)cc1,-6.7*,32,76,90,.,44,.,84
Cc1ccc(NC(=O)c2sc3nc4c(cc3c2N)C(=O)CCC4)cc1Cl,105,93,102,113,105,115,113,105
O=C1Nc2c(C(=O)O)cccc2/C1=N/c1n[nH]c(=S)s1,85,41,81,87,68,116,86,89
CCN(CC)CCNc1ccccc1,112,94,99,113,98,110,102,105
COc1cc(/C=C/C(=O)c2ccc(Nc3nc(Nc4ccc(F)cc4)nc(Nc4ccc(Cl)cc4)n3)cc2)cc(OC)c1OC,-6.0*,36,28,59,62,55,63,.
Cc1cc(N2CCN(c3ccnc4cc(Cl)ccc34)CC2)nc(NC2CCCCC2)n1,-24*,5.4*,13,58,7.8*,52,-3.1*,-5.2*
Cc1cc(C)c(C#N)c(=O)[nH]1,102&85&99,98&100&108,100&97&100,105&95,106&95&105,113&102,102&100&96,97&130&113
OCc1cccc(F)c1,71,99,62,124,95,104,90,69
Nc1nc(N)c(N=Nc2ccc(SCC(=O)O)cc2)c(=O)[nH]1,98,115,94,159,104,.,120,102
COc1c(O)c(O)cc2c3c(oc12)CC(c1ccco1)CC3=O (configuration not stated),62,25,23,94,46,75,76,58
O=[N+]([O-])C=C(c1ccccc1)c1ccccc1,23,29,85,.,66,77,.,-4.4*
O=C(C(Cl)Cl)N1CC2CCC(CC2)C1,119,106,112,101,93,112,114,105
O=C(Cn1cc(CSc2nnc3oc4ccccc4n23)nn1)Nc1ccc([N+](=O)[O-])cc1,.,.,46,56,29,116,56,37
COc1ccc2cc(C(C)NC(=O)Nc3ccc(S(N)(=O)=O)cc3)ccc2c1 (configuration not stated),69,87,80,102,86,.,.,108

# In the list so far, 15 have an aryl methoxy group:
SMILES,SR,K-562,MCF7,HS 578T,T-47D,BT-549,MDA-MB-231,MDA-MB-468
CCN1CCN(Cc2ccc(C(=O)Nc3cccc(Nc4ccc5c(OC)cccc5n4)c3)cc2C(F)(F)F)CC1,-35*,0.4*,-89*,-16*,-71*,-94*,-94*,-95*
COc1ccc2ccc3c(OC)ccc(CC[N+](C)(C)C)c3c2c1OC,82,93,91,73,97,101,103,.
COc1ccc(-c2nc(SCC(C)C)nc(NC3CC3)c2C#N)cc1,97&74,93&96,108&101,95&105,86&86,97&102,84&94,119&115
COc1ccc(N2C(=O)CC(Nc3cc(C)ccc3C)C2=O)c([N+](=O)[O-])c1 (configuration not stated),.,101,104,128,100,41,110,.
COc1ccc(N2C(=O)C(Oc3ccccc3)C2c2ccccc2)cc1 (configuration not stated),.,90,106,106,100,100,118,99
COc1ccc2c(c1OC)CN(C)CCc1cc3c(cc1C(=O)C2)OCO3,94,105,97,89,.,.,101,102
COc1cc(CNC(=O)/C=C/c2ccccc2)ccc1OCc1cn(-c2ccc(Br)cc2)nn1,131,65,84,77,67,82,86,49
CCCCCN(CCCCC)CCCNc1c2c(nc3ccc(OC)cc13)CCCC2,87&48,72&14,78&82,94&103,96,97&84,77&87,93&97
COc1ccc(-c2ncc(-c3ccccc3)[nH]2)cc1,64,91,46,105,93,.,92,81
COc1cccc(Oc2ccccc2NC(=O)CNC(=O)c2cccc3ccccc23)c1,5.3*[5 µM],12[5 µM],20[5 µM],25[5 µM],62[5 µM],51[5 µM],7.3*[5 µM],12[5 µM]
COc1cc(-c2cc(/C=C/C(=O)c3ccc(F)cc3Br)[nH]n2)cc(OC)c1OC,58,99,89,87,100,101,99,86
COc1cc(CN(C)C(=O)C(=O)c2c[nH]c3ccccc23)ccc1O,99,104,98,102,95,98,94,123
COc1cc(/C=C/C(=O)c2ccc(Nc3nc(Nc4ccc(F)cc4)nc(Nc4ccc(Cl)cc4)n3)cc2)cc(OC)c1OC,-6.0*,36,28,59,62,55,63,.
COc1c(O)c(O)cc2c3c(oc12)CC(c1ccco1)CC3=O (configuration not stated),62,25,23,94,46,75,76,58
COc1ccc2cc(C(C)NC(=O)Nc3ccc(S(N)(=O)=O)cc3)ccc2c1 (configuration not stated),69,87,80,102,86,.,.,108

# New compounds follow
SMILES,SR,K-562,MCF7,HS 578T,T-47D,BT-549,MDA-MB-231,MDA-MB-468
COc1ccc(C(N)CCc2cc(OC)c(OC)c(OC)c2)cc1 (configuration not stated),111,133,93,85,112,81,76,90
O=S(O)c1ccccc1,99,106,104,109,95,115,109,92
Cc1c[nH]c(=O)n(C)c1=O,96,97,105,92,93,107,124,99
COc1cc2oc(-c3cccc(NC(=O)c4ccc(Br)cc4)c3)cc(=O)c2c(OC)c1OC,.,30,50,42,.,50,27,59
Cn1cc(C2=C(c3coc4ccc(F)cc34)C(=O)N(O)C2=O)c2ccccc21,82,91,60,95,61,71,65,64
CCCCCN1C(=O)/C(=c2\sc3n(c2=O)C2C(NN=3)N(CC)C(=O)N2CC)c2cc(Cl)ccc21 (configuration not stated),29,38,62,93,83,98,69,86
CC1(C)CC1C(=O)O (configuration not stated),98,103,104,117,119,104,109,96
CCN(CC)CCOc1nc2ccc(OC)cc2c2c1-c1ccc(OC)cc1C2=O,-15*,-43*,-59*,10,69,65,21,52
COc1c(O)cc2oc3cc(O[C@@H]4OC(C)[C@@H](O)[C@H](O)C4O)c(CC=C(C)C)c(O)c3c(=O)c2c1CC=C(C)C (some centres not stated),103,74,76,98,87,99,90,83
CC1(C)CNC(C(=O)O)C1 (configuration not stated),89,87,96,122,94,126,107,121
CCCCCCCCCCCCCCCCCCNC(=S)N/N=C/c1ccc([N+](=O)[O-])cc1,100,102,93,90,96,116,90,88
COC(=O)c1cn(CCc2c[nH]c3ccccc23)c(=O)c2ccccc12,34,34,78,92,70,67,67,48
Cc1ccccc1NC(=O)CN1CCc2nc3sc(C(=O)Nc4ccccc4C)c(N)c3cc2C1,64[8 µM],74[8 µM],83[8 µM],103[8 µM],77[8 µM],102[8 µM],95[8 µM],97[8 µM]
C=C1C(=O)O[C@H]2[C@H]1CC/C(C(=O)NCCCCCCCCNC(=O)/C1=C/CC[C@@]3(C)O[C@H]3[C@H]3OC(=O)C(=C)[C@@H]3CC1)=C\CC[C@@]1(C)O[C@@H]21,20,18,38,90,28,51,74,36
